# Screening results (PubChem BioAssay)
# T cell HTS = modulates CD8 T cell binding to vesicles | 2C CD8+ T cell-vesicle binding, flow cytometry; stronger effect = lower value | calls only at 7 µM | 0.068% of 330,000 active;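 active = response, share of CD8 T cells binding vesicles, and their 90th percentile fluorescence all below set limits, cut at about 80% in these data, passing the limit was not always enough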
#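 material = purified 2C TCR transgenic mouse naive CD8+ T cells | controls = Unloaded micro-vesicles (low), QL9 vesicles with 0.7% DMSO (high) | detection = cytometric PE anti-B7-1 and Alexa647 anti-CD8 signals after 1% paraformaldehyde fixation | incubation = binding step 1.5 h, 37 °C, antibody labelling 20 min, ice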
# Hep lipid drop = hepatic lipid droplet formation modulation; AML12 mouse hepatocytes, oleate lipid droplets, BODIPY imaging; inhibition, % at 6.5 µM; 0.4% of 240,000 active;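 active = lipid droplet intensity inhibited by at least 50%, with more than 500 cells counted; inconclusive = wells with under 300 cells, treated as cytotoxic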
#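 Assay system: AML12 mouse liver cells | Compound dosing: One dose, 6.5 µM compound | Read-out basis: Droplet intensity reduction, % inhibition | Measured by: Fluorescence imaging, 20x objective, two fields per well | Schedule: Overnight treatment with compound plus oleate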
# Myeloid diff 2 = myeloid differentiation induction | calls only at 10 µM | AID 624256 | 1% of 360,000 active | ER-HoxA9 myeloid progenitors, lysozyme-GFP differentiation, flow cytometry;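 active = normalized GFP-positive differentiation at or above the plate's own cutoff, the solvent-only control mean plus 3 SD; inconclusive = no clear call, values can overlap the other calls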;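 note: cells exposed to compound for four days before flow analysis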
# Hep lipid drop cells 6.5 µM = further read-out of Hep lipid drop, marked with its call; cell count; measured here: cell count, cytotoxicity flag;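 cells counted across two imaged fields per well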
# T cell HTS vesicle-bound % = second read-out of T cell HTS, no call of its own (marks repeat the call); double positive events, %; measured here: CD8+ vesicle-bound cell fraction;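 binding gate set so that unloaded-vesicle control wells show 10% double positive cells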
# Myeloid diff 2 GFP+ MAC1+ % = also measured in Myeloid diff 2; calls as there; GFP+ MAC1+ double positive, %; measured here: differentiation confirmed by MAC1 staining
# * = called active by the depositor; i = inactive; ? = inconclusive; . = no result given; + = active, no number. An excerpt; rates above refer to the full screens.
SMILES,Myeloid diff 2 GFP+ MAC1+ %,T cell HTS,Myeloid diff 2,T cell HTS vesicle-bound %,Hep lipid drop,Hep lipid drop cells 6.5 µM
CCOc1ccccc1CN1CCCC(C(=O)Nc2cccc(-n3cccn3)c2)C1 (centres undefined),3.2,i,i,32.0,-54.1,759
O=C(NNC(=S)Nc1cccc(Cl)c1)c1ccccc1,0.4,i,i,55.9,8.7,722
COc1ccc(-n2nc(C(=O)NCC(=O)NCc3ccc(F)cc3)c3ccccc3c2=O)cc1OC,1.8,i,i,21.4,8.4,786
CCc1nnc(NC(=O)c2cccc(S(=O)(=O)N3CCCCC3)c2)s1,0.2,i,i,16.1,-21.2,664
Cc1ccc(S(=O)(=O)N(C)C)cc1NC(=O)C(C)N(C)Cc1sccc1C (centres undefined),2.1,i,i,39.5,-40.4,803
COc1ccc(OC)c(/C=N\NC(=O)c2c(C)nc3cc(C)ccn23)c1,1.0,i,i,16.2,7.8,813
CC1=CC(c2ccc(Cl)cc2)n2nc(NC(=O)CCCC(=O)O)nc2N1 (centres undefined),0.3,i,i,20.6,-4.2,803
Cc1ccc(C(=O)N(CC(=O)NC2CCCC2)c2ccccc2Cl)s1,4.9,i,i,18.3,-15.2,828
CCOC(=O)N1CCN(C2=C(NS(=O)(=O)c3ccccc3)C(=O)c3ccccc3C2=O)CC1,4.4,i,i,43.2,-1.7,701
COc1ccccc1OCCNC(=O)C1CCN(C(C)=O)CC1,0.0,i,i,46.2,-14.4,797
COC(=O)c1c(NC(=O)Cc2ccccc2)sc2c1CC(C)(C)NC2(C)C,8.5,i,i,36.8,-8.2,661
COc1ccc(OC)c(S(=O)(=O)N2CCC(C(=O)N3CCN(c4ccc(F)cc4)CC3)CC2)c1,1.3,i,i,65.3,-30.9,642
COc1ccc(C2NC(=O)NC(C)=C2C(=O)OCC2CCCCC2)cc1OC (centres undefined),0.6,i,i,30.2,-4.2,705
CCOC(=O)C1CCN(S(=O)(=O)c2ccc3c(c2)CC(=O)N3)CC1,2.9,i,i,11.5,-39.9,752
CC1CCN(S(=O)(=O)c2cn(CC(=O)Nc3ccc(C#N)cc3)cn2)CC1,1.1,i,i,27.2,-9.0,726
CC(=O)Nc1ccc(S(=O)(=O)N2CCC(C(=O)NCc3cccnc3)CC2)cc1,1.7,i,i,53.3,4.8,689
C=CCC1(CC=C)CCCN1C(=O)c1cc(COc2cccc(C(F)(F)F)c2)on1,0.9,i,i,44.9,-44.1,699
CN(C(=O)c1ccccc1OCc1ccc(Cl)cc1)c1ccccc1,1.0,i,i,68.5,-39.4,670
COc1ccccc1OCC(=O)NCCCN1CCOCC1,0.7,i,i,7.2,10.1,803
COc1ccc(OC)c(N(CC(=O)NC2CC3CCC2C3)S(=O)(=O)c2ccccc2)c1 (centres undefined),0.5,i,i,16.7,-67.3,780
CNc1c(NS(=O)(=O)c2ccc(OC)cc2)c(=O)oc2ccccc12,0.4,i,i,51.0,6.3,822
CCC1CCCCN1C(=O)c1ccc([N+](=O)[O-])o1 (centres undefined),1.1,i,i,33.4,-15.7,834
COc1cccc(CN2CCN(Cc3cccc(Oc4ccccc4)c3)CC2)c1OC,0.5,i,i,20.4,-15.4,752
Cc1ccccc1NC(=O)Cc1nc(COC(=O)CSc2ccccc2)cs1,1.0,i,i,13.9,5.0,580
CNC(=O)CSc1nnc(NC(=O)C2CC(=O)N(c3ccccc3OC)C2)s1 (centres undefined),0.7,i,i,33.5,-13.4,767
CCn1c(C)nnc1SCC(=O)NC1CCCCCC1,1.0,i,i,36.2,5.1,695
S=C(NCc1ccc(Cl)cc1)Nc1ccncc1,0.0,i,i,71.4,-79.1,637
CN(C)CCn1c(SCc2ccccc2C#N)nc2c(sc3ccccc32)c1=O,0.2,i,i,27.3,3.6,834
O=C(CCN1C(=O)/C(=C/c2ccc(F)cc2)SC1=S)NC1C=CS(=O)(=O)C1 (centres undefined),.,i,?,10.8,-20.3,723
CC(=O)c1cccc(NC(=O)c2ccc(C)c(S(=O)(=O)N3CCOCC3)c2)c1,0.5,i,i,29.2,9.8,819
CCN(CC)c1ccc(-c2sc(Nc3ccccc3)n[n+]2-c2ccc(F)cc2)cc1,1.8*,i,+,40.9,-0.2,764
COc1ccc(CCNC(=O)COc2ccc(S(=O)(=O)N3CCOCC3)cc2C)cc1,1.1,i,i,20.1,-6.1,805
Cc1cc(C)n2nc(CC(=O)NNC(=O)COc3cccc(C)c3C)nc2n1,0.5,i,i,32.7,-0.1,728
Cc1cccc(CCNS(=O)(=O)c2cc3c(cc2C)NC(=O)CO3)c1,2.0,i,i,24.6,-7.3,734
COc1ccc(-c2sc3ccccc3c2C#CCCO)cc1,1.1,i,i,54.9,1.2,798
Clc1ccc(OCCCCCN2CCOCC2)cc1,0.1,i,i,50.9,-1.4,895

# 6 records picked at random from the list so far, as already listed:
SMILES,Myeloid diff 2 GFP+ MAC1+ %,T cell HTS,Myeloid diff 2,T cell HTS vesicle-bound %,Hep lipid drop,Hep lipid drop cells 6.5 µM
CCn1c(C)nnc1SCC(=O)NC1CCCCCC1,1.0,i,i,36.2,5.1,695
COc1ccc(-c2sc3ccccc3c2C#CCCO)cc1,1.1,i,i,54.9,1.2,798
Clc1ccc(OCCCCCN2CCOCC2)cc1,0.1,i,i,50.9,-1.4,895
S=C(NCc1ccc(Cl)cc1)Nc1ccncc1,0.0,i,i,71.4,-79.1,637
CC(=O)c1cccc(NC(=O)c2ccc(C)c(S(=O)(=O)N3CCOCC3)c2)c1,0.5,i,i,29.2,9.8,819
Cc1cccc(CCNS(=O)(=O)c2cc3c(cc2C)NC(=O)CO3)c1,2.0,i,i,24.6,-7.3,734

# New compounds follow:
SMILES,Myeloid diff 2 GFP+ MAC1+ %,T cell HTS,Myeloid diff 2,T cell HTS vesicle-bound %,Hep lipid drop,Hep lipid drop cells 6.5 µM
CN(CC(=O)NC1CC1)S(=O)(=O)c1cc(Cl)ccc1Cl,1.3,i,i,62.9,-19.6,663
O=C(c1ccccc1)N1N=C(c2cccs2)CC1c1ccccc1O (centres undefined),1.6,i,i,49.5,6.3,825
CCCCOC(=O)C1=C(C)NC(=O)NC1c1ccccc1 (centres undefined),0.9,i,i,56.1,7.9,858
CC1(c2ccccc2)NC(=O)N(CC(=O)Nc2ccccc2C(=O)NC2CC2)C1=O (centres undefined),1.3,i,i,32.4,0.4,841
Cc1ccccc1CN1C(=O)c2ccccc2S(=O)c2ccc(C(=O)NCCCN3CCOCC3)cc21 (centres undefined),1.1,i,i,3.2,-11.4,761
CCCc1nnc(NC(=O)CS(=O)(=O)c2ccccc2)s1,0.3,i,i,20.6,0.7,802
COCCNC(=O)CN(C(=O)c1ccc(N2CCCC2)nc1)c1ccc(Cl)cc1,0.8,i,i,12.5,7.6,863
CCCn1nc(NS(=O)(=O)c2cccc3nonc23)c2cc3ccccc3nc21,0.7,i,i,29.9,-38.0,717
COc1c(C(=O)NC(=S)Nc2nnn(C)n2)cc2ccccc2c1Br,0.9,i,i,0.0,-3.2,819
COc1ccc(-n2nc(C(=O)NCC(=O)N3CCN(c4ccccc4OC)CC3)c3ccccc3c2=O)cc1OC,0.8,i,i,22.6,-3.8,788
O=S(=O)(Cc1ccccc1)N1CCN(c2ncccn2)CC1,1.5,i,i,37.9,-2.2,784
CNc1ccccc1C(=O)OCC(=O)N1CCN(c2ccc(OC)cc2)CC1,0.7,i,i,23.2,-3.3,805
CS(=O)(=O)Nc1ccc2c(c1)OCC(=O)N2Cc1ccccc1,0.9,i,i,23.5,6.0,913
CC(=O)N1c2ccc(S(=O)(=O)NCCC(=O)Nc3ccc(OC(F)(F)F)cc3)cc2CC1C (centres undefined),2.2,i,i,13.1,17.9,720
Cc1ccc(-n2ncc3c2CC(C)(C)CC3NC(=O)CN2CCCC2=O)cc1 (centres undefined),0.1,i,i,68.1,-1.7,702
Cc1nc2ccc(NC(=O)c3cccs3)cc2s1,1.1,i,i,40.2,2.1,809
COc1ccc2nc(NC(=O)C34CC5CC(CC(NC(C)=O)(C5)C3)C4)sc2c1,.,i,?,10.6,-2.0,821
O=C(CCc1c[nH]c2ccccc12)NC(Cc1c[nH]c2ccccc12)C(=O)O (centres undefined),0.6,i,i,26.3,11.9,874
CN(C)c1ccc(N=Nc2ccc(C(=O)O)cc2)cc1,0.2,i,i,13.7,16.9,811
COc1ccc(CN(CCN)C2CC(C)N(C)CC2C)cc1 (centres undefined),0.5,i,i,30.5,4.5,816
CC(=O)c1ccc(N2C(=NC(=O)CCc3ccccc3)SC3CS(=O)(=O)CC32)cc1 (centres undefined),2.8,i,i,8.6,2.9,673
Cc1ccccc1N1C(=O)C(Cl)=C(N2CCOCC2)C1=O,0.1,i,i,50.9,-6.3,809
CCOc1ccccc1NC(=O)CN1CCCCCC1,0.7,i,i,51.6,8.2,850
COC(=O)c1ccc(C(=O)NC2CCCc3c2cnn3-c2ccc(C)c(C)c2)cc1 (centres undefined),.,i,?,30.6,-135.5,409
COc1ccc(S(=O)(=O)N(CC(=O)NCC2CCCO2)Cc2ccccc2)cc1C (centres undefined),7.3,i,i,71.5,-11.0,825
COc1cccc(NC(=O)NC2(C(=O)N3CCN(C)CC3)CCCCC2)c1,0.7,i,i,49.5,1.9,764
CCc1cc(=O)oc2cc(C)cc(OCC(=O)NCCc3c[nH]c4ccccc34)c12,1.7,i,i,26.3,-20.7,815
CNC(=O)/C(C#N)=C/c1c(N2CCN(c3ccc(OC)cc3)CC2)nc2c(C)cccn2c1=O,2.2,i,i,22.1,-2.9,811
CCCNc1c(NS(=O)(=O)c2ccc3c(c2)CCCC3)c(=O)oc2ccccc12,0.9,i,i,48.1,-16.2,672
CC(=O)Nc1ccc(C(=O)OCCCOC(=O)c2ccc(NC(C)=O)cc2)cc1,2.3,i,i,30.4,4.4,800
COCC(=O)N1CCC(n2nccc2NC(=O)c2ccccc2OC)CC1,1.0,i,i,12.6,-10.1,735
Cc1cc(=O)oc2c(C)c(OC(C)C(=O)NCCN3CCOCC3)ccc12 (centres undefined),1.7,i,i,22.7,-3.4,707
Cc1cnc(C(=O)NCCc2ccc(C(F)(F)F)cc2)cn1,0.5,i,i,28.4,-0.4,830
COc1cc(CNc2nnnn2C)cc(OC)c1OC,0.2,i,i,45.7,4.4,875
CCC(=O)NC(c1ccc(C)cc1)c1ccc2cccnc2c1O (centres undefined),.,i,?,57.0,-9.7,755
Cc1cc(C(F)(F)Cl)n2ncc(-c3ccccn3)c2n1,0.4,i,i,44.8,12.6,753
Cc1cccc(NC(=S)NCCc2ccc(Cl)cc2)c1C,0.5,i,i,43.8,-11.0,848
Cc1ccc(/C=C2/Sc3ccc(C(=O)N4CCN(C)CC4)cc3NC2=O)cc1,4.0,i,i,19.3,-0.4,747
Cc1ccc(-n2nc3c(=O)n(CCCC(=O)NCc4ccco4)nc(C)c3c2C)cc1,.,i,?,20.3,-1.6,748
CCOC(=O)C1CCN(CC(O)COCc2ccccc2)CC1 (centres undefined),0.7,i,i,61.9,-9.6,684
O=C(NCc1ccc(F)cc1)C1CCCN(S(=O)(=O)c2cccc3nonc23)C1 (centres undefined),.,i,?,58.4,-8.4,671
COc1cccc(C2C(C#N)=C(N)N(N(C)C)C3=C2C(=O)CCC3)c1OC (centres undefined),0.2,i,i,34.9,-18.4,800
COCCNC(=O)c1cccc(OC2CCN(Cc3ccccc3OC(F)F)CC2)c1,0.6,i,i,55.2,-0.6,836
CCCC(NS(=O)(=O)c1ccc(-c2ccc(=O)[nH]n2)s1)c1cccs1 (centres undefined),3.3,i,i,15.5,-7.0,716
Cc1ccccc1C(=O)Nc1cccc(NC(=O)c2ccc(F)cc2)c1,0.2,i,i,43.1,32.3,856
CCOC(=O)C1=C(C)N=c2s/c(=C\c3ccc(C(=O)O)cc3)c(=O)n2C1c1ccc(F)cc1 (centres undefined),1.0,i,i,41.8,4.5,792
CC(C)Oc1ccc(CNC(=S)Nc2ccccc2)cc1Cl,0.6,i,i,42.5,-16.4,787
